Coupling enz – qHTS Assay for Inhibitors of Fructose-1,6-bisphosphate Aldolase from Giardia Lamblia: Coupling assay counterscreen. coupling enzyme system counterscreen, AmpLite Red fluorescence. activity change, negative = inhibition, % at 58.2 µM, hits read low. 0.67% of 290,000 active; in the data active = activity change below about -30%
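Compounds tested against the coupling enzymes alone at 57.5 uM final; readout was AmpLite Red fluorescence (525/598 nm) after 20 min at RT.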
* hit, by the source's call; & = joins results of further samples. % is scaled to controls: 0 for no effect and ±100 for the full control effect.

O=C(N/N=C1/C[C@@H](O)[C@@H](O)[C@@H]2[C@@H]3C(=O)N(C4CCCCC4)C(=O)[C@H]3CC[C@@H]12)OCc1ccccc1
  Coupling enz: 2

C[C@H]1Cc2c(-c3ccccc3)nc3c(c2CO1)CN(S(=O)(=O)c1ccc2c(c1)OCCN2C)CC3
  Coupling enz: 2

COCC(=O)N1CCC2(CC1)CN(c1cccc(-c3ccccc3)c1)C2
  Coupling enz: 4

COC(=O)NC(c1ccccc1)c1c[nH]c2ccccc12 (stereo not given)
  Coupling enz: -1

CCCCc1nc2c(c3c1C[C@H](C)OC3)CN(S(=O)(=O)c1c(C)noc1C)CC2
  Coupling enz: 0

Cc1ccccc1-c1nccc(NCc2cccs2)n1
  Coupling enz: -21

Cc1nc2cncnc2n(C2CC2)c1=O
  Coupling enz: 0

CCC1=C2CC[C@H]3C(=O)N(CC)C(=O)[C@H]3[C@H]2[C@@]2(C)C(=NCC(=O)OC)OC(=O)N2C1=O
  Coupling enz: 0

O=Cc1c2[nH]c3ccccc3c2cc2[nH]c3ccccc3c12
  Coupling enz: -15

Cc1cc(C)c(S(=O)(=O)OC[C@H]2C=CC[C@@H](CCC[C@H]3O[C@H](C(=O)OC(C)C)CC[C@@H]3C)O2)c(C)c1
  Coupling enz: 2

CN(C)C(=O)c1ccc(-c2cc(NCc3ccccc3)ncn2)cc1
  Coupling enz: -2

CN1CCN(c2ncc3nc(-c4cccc(C#N)c4)c(=O)n(CCc4ccccc4)c3n2)CC1
  Coupling enz: 1

COC(=O)[C@@]1(Cc2ccc(OC)cc2)[C@H]2c3cc(C(=O)N(C)C)n(Cc4ccc(O)c(OC)c4)c3C[C@H]2CN1C(=O)c1ccccc1
  Coupling enz: -2

COc1ccccc1-c1nc(N(C)Cc2ccco2)c2ccccc2n1
  Coupling enz: 3

O=C1c2cc(O)cc(O)c2OC[C@@H]1c1ccc(O)c(O)c1
  Coupling enz: -2

The list goes on, overlapping the part above by 7 compounds.
O=Cc1c2[nH]c3ccccc3c2cc2[nH]c3ccccc3c12
  Coupling enz: -15

Cc1cc(C)c(S(=O)(=O)OC[C@H]2C=CC[C@@H](CCC[C@H]3O[C@H](C(=O)OC(C)C)CC[C@@H]3C)O2)c(C)c1
  Coupling enz: 2

CN(C)C(=O)c1ccc(-c2cc(NCc3ccccc3)ncn2)cc1
  Coupling enz: -2

CN1CCN(c2ncc3nc(-c4cccc(C#N)c4)c(=O)n(CCc4ccccc4)c3n2)CC1
  Coupling enz: 1

COC(=O)[C@@]1(Cc2ccc(OC)cc2)[C@H]2c3cc(C(=O)N(C)C)n(Cc4ccc(O)c(OC)c4)c3C[C@H]2CN1C(=O)c1ccccc1
  Coupling enz: -2

COc1ccccc1-c1nc(N(C)Cc2ccco2)c2ccccc2n1
  Coupling enz: 3

O=C1c2cc(O)cc(O)c2OC[C@@H]1c1ccc(O)c(O)c1
  Coupling enz: -2

COc1cccc2c1CCC1CC(=O)CC[C@@]21C (stereo not given in full)
  Coupling enz: 6

CC(=O)O[C@@H]1CC2C(C)(C)C(=O)C=C[C@]2(C)C2CC[C@]3(C)C(=CC[C@H]3C3CO[C@@H](C(C)(C)O)[C@H](O)C3)[C@@]21C (stereo not given in full)
  Coupling enz: 0

CS[C@@H]1SC[C@H]2C(=O)N(C)C(C(C)C)C(=O)OC[C@@H](NC(=O)c3cnc4ccccc4n3)C(=O)N[C@@H](C)C(=O)N(C)[C@H]1C(=O)N(C)C(C(C)C)C(=O)OC[C@@H](NC(=O)c1cnc3ccccc3n1)C(=O)N[C@@H](C)C(=O)N2C (stereo not given in full)
  Coupling enz: 1

O=S(O)S(=O)(=O)O
  Coupling enz: 2

Clc1cc(Cl)cc(C2=N[C@@H](Cc3ccccc3)CO2)c1
  Coupling enz: 2

COC(=O)C1(Cc2ccccc2)C=C2C(=C(C)C(=O)C2C)CN1 (stereo not given)
  Coupling enz: -10

CC(=O)Nc1ccc(OS(=O)(=O)O)cc1
  Coupling enz: 6

COC(=O)[C@@H]1C[C@@H]2CC[C@@H](O)C[C@@H]2N1Cc1ccc(-c2ccccc2)cc1
  Coupling enz: 0

O=C/C=C/c1ccc(O)cc1
  Coupling enz: 2

COc1cc2c(cc1OC)C1CCC3=C([C@H](C)OC3=O)N1CC2 (stereo not given in full)
  Coupling enz: 0

CN(Cc1ccco1)c1cc(-c2ccccc2C(F)(F)F)ncn1
  Coupling enz: 0

COC(=O)C#CC(=O)OC
  Coupling enz: -3

CN1CCN(c2ncncc2-c2cccnc2)CC1
  Coupling enz: 0

OCC1O[C@@H](OC2C(O)C(CO)O[C@@]2(CO)O[C@@H]2OC(CO)C(O)C(O)C2O)C(O)C(O)C1O (stereo not given in full)
  Coupling enz: -2

CCC(=O)Oc1ccc2c(c1)CCC1C2CC[C@]2(C)C(OC(=O)CC)CCC12 (stereo not given in full)
  Coupling enz: -10

CC[C@H](C)[C@H](NC(=O)[C@@H]1CCCN1C(=O)[C@H](Cc1cnc[nH]1)NC(=O)[C@H](CCCCNC(=O)[C@H](CCCN=C(N)N)NC(=O)OCc1ccccc1)NC(=O)[C@H](Cc1ccc(O)cc1)NC(=O)c1cccnc1)C(=O)O
  Coupling enz: 0

CO[C@@H]1COC(=O)C/C=C\[C@H](C)[C@H](OC)COC(=O)[C@H](C)NC(=O)C/C=C\[C@H]1C
  Coupling enz: 1

Cc1nc2ccccc2oc1=O
  Coupling enz: 0

CN(Cc1ccco1)c1ncncc1-c1ccccc1C(F)(F)F
  Coupling enz: 2

C=C1c2cccc(C(F)(F)F)c2O[C@H](C(=O)OCC)[C@@H]1CCC(C)C
  Coupling enz: -8

COC(=O)N1[C@H]2CC[C@@]3(C)CC(=O)C[C@]1(C)C3c1ccccc12
  Coupling enz: 2

O=c1c(-c2cc(F)cc(F)c2)nc2cnc(Oc3ccccc3)nc2n1C[C@H]1CCCO1
  Coupling enz: 5

CSCC[C@H](N)C(=O)N[C@@H](CCC(=O)O)C(=O)N[C@H](C(=O)NCC(=O)N[C@@H](Cc1c[nH]c2ccccc12)C(=O)N[C@@H](Cc1ccc(O)cc1)C(=O)N[C@@H](CCCNC(=N)N)C(=O)N[C@@H](CO)C(=O)N1CCC[C@H]1C(=O)N[C@@H](Cc1ccccc1)C(=O)N[C@@H](CO)C(=O)N[C@@H](CCCNC(=N)N)C(=O)N[C@H](C(=O)N[C@H](C(=O)N[C@@H](Cc1cnc[nH]1)C(=O)N[C@@H](CC(C)C)C(=O)N[C@@H](Cc1ccc(O)cc1)C(=O)N[C@@H](CCCNC(=N)N)C(=O)N[C@@H](CC(N)=O)C(=O)NCC(=O)N[C@@H](CCCCN)C(=O)O)C(C)C)C(C)C)C(C)C
  Coupling enz: 0

CC(=O)N[C@@H](CC(C)C)C(=O)N[C@@H](CCCNC(=N)N)C(=O)N[C@@H](Cc1cnc[nH]1)C(=O)N[C@@H](Cc1ccc(O)cc1)C(=O)N[C@@H](CC(C)C)C(=O)N[C@@H](CC(N)=O)C(=O)N[C@@H](CC(C)C)C(=O)N[C@@H](CC(C)C)C(=O)N[C@H](C(=O)N[C@@H](CCCNC(=N)N)C(=O)N[C@@H](CCC(N)=O)C(=O)N[C@@H](CCCNC(=N)N)C(=O)N[C@@H](Cc1ccc(O)cc1)C(N)=O)[C@@H](C)O
  Coupling enz: 0

CN(C)c1nc(-c2ccc3c(c2)OCO3)nc2ccccc12
  Coupling enz: -3

O=c1c(CCc2ccccc2)nc2cnc(Nc3ccccc3)nc2n1Cc1cccs1
  Coupling enz: 1

O=C(Nc1ccccc1)N1CCCC2(CCN(C(=O)c3csnn3)CC2)C1
  Coupling enz: 2

CN(C)Cc1ccccc1-c1cc(N(C)C)ncn1
  Coupling enz: 0

COc1ccc(COC(=O)N/N=C2/C[C@@H](O)[C@@H](O)[C@@H]3[C@@H]4C(=O)N(C[C@@H]5CCCO5)C(=O)[C@H]4CC[C@@H]23)cc1
  Coupling enz: -1

CC(C)=CCn1cnc2c1c(=O)n(C)c(=O)n2C
  Coupling enz: 4

C[C@@H](c1ccccc1)N1C(=O)[C@@H]2[C@H]3C(=CC[C@H]2C1=O)C(=O)[C@H]1O[C@H]1[C@H]3O
  Coupling enz: -3

CC(C)(C)OC(=O)NCCCC1=CC2=CC(=O)C(C)(OC(=O)C3CCCC3)C(=O)C2=CO1 (stereo not given)
  Coupling enz: 3

C[C@@]12C=Cc3occc3C1CC[C@@]13C[C@@H](CCC12)[C@@](O)(CO)C3 (stereo not given in full)
  Coupling enz: 2

Cc1cc(C)c(S(=O)(=O)Nc2ccccc2C(F)(F)F)c(C)c1
  Coupling enz: -1

Clc1ccc2nc(-c3ccccc3)[nH]c2c1
  Coupling enz: -16

CC(NC(=O)Cc1cc(F)cc(F)c1)C(=O)NC(C(=O)OC(C)(C)C)c1ccccc1 (stereo not given)
  Coupling enz: 1

CN(C)c1ccc(CNC(=O)[C@@]2(C)C=C[C@@H](Cc3ccccc3)N2C)cc1
  Coupling enz: -11

O=C(Nc1ccc(C(=O)Nc2ccc(C(=O)Nc3ccc(S(=O)(=O)O)c4cc(S(=O)(=O)O)cc(S(=O)(=O)O)c34)cc2)cc1)Nc1ccc(C(=O)Nc2ccc(C(=O)Nc3ccc(S(=O)(=O)O)c4cc(S(=O)(=O)O)cc(S(=O)(=O)O)c34)cc2)cc1
  Coupling enz: 7

COc1cccc(C2C(C)CCC3C(=O)N(C)C(C(C)C)C(=O)N32)c1 (stereo not given)
  Coupling enz: -1

COc1ccc2c(c1OC)C(Cc1ccccc1)N1CCc3cc4c(cc3C1C2)OCO4 (stereo not given)
  Coupling enz: -13

FC(F)(F)c1ccccc1-c1ccc2ncnc(NCc3cccs3)c2c1
  Coupling enz: 3

COc1ccc(C(=O)N2CCC3(CC2)CN(c2ncccn2)C3)cc1
  Coupling enz: 6

COC(=O)[C@@H]1C[C@@]2(O)[C@H](O)[C@H](O)[C@H](O)C[C@H]2N1Cc1ccc(N2CCOCC2)cc1
  Coupling enz: -2

O=C(Oc1ccccc1)N1CCC2(CC1)CCN(c1ccccn1)CC2
  Coupling enz: -3

CC1(OC(=O)CCc2ccccc2)C(=O)C=C2C=C(C3CC3)OC=C2C1=O (stereo not given)
  Coupling enz: -2

COc1ccccc1-c1nc(NCCN2CCOCC2)c2ccccc2n1
  Coupling enz: -2

O=C(Nc1cc(C(F)(F)F)cc(C(F)(F)F)c1)c1cc(Cl)ccc1O
  Coupling enz: -9&-18

CN(C)c1ncc2nc(-c3cccs3)c(=O)n(C3CC3)c2n1
  Coupling enz: 2

COC(=O)C/C=C\[C@@H](C)[C@@H](CO)NS(=O)(=O)c1ccc(C)cc1
  Coupling enz: 1

CC1=CC(=O)C2=C(C)CCC3C(C)C(=O)OC3C12 (stereo not given)
  Coupling enz: 8

N=C(N)c1ccc(N2CCN(C3CCN(CC(=O)O)CC3)CC2)cc1
  Coupling enz: 0

CO[C@@H]1COC(=O)[C@H](C)NC(=O)C/C=C\[C@@H](C)[C@@H](NS(=O)(=O)c2ccc(C)cc2)COC(=O)C/C=C\[C@@H]1C
  Coupling enz: 0

COC(=O)CNC(=O)C1(CC(C)C)C=CCN1C(C)=O (stereo not given)
  Coupling enz: 2

NC1=NCCCC1
  Coupling enz: -2

COc1ccc(/C=C/C(=O)c2cccs2)cc1OC
  Coupling enz: -4

CC1=C(/C=C/C(C)=C/C=C/C(C)=C/C=C/C=C(C)/C=C/C=C(C)/C=C/C(=O)[C@]2(C)CC(O)CC2(C)C)C(C)(C)CC(O)C1 (stereo not given in full)
  Coupling enz: 0

O=C(O)CCCC[C@@H]1SC[C@H]2NC(=O)N[C@@H]12
  Coupling enz: 0

CNCC(O)c1cccc(O)c1 (stereo not given)
  Coupling enz: 3

CC[C@H](C)[C@H](NC(=O)[C@H](CCC(=O)O)NC(=O)CNC(=O)[C@H](CCCCN)NC(=O)[C@H](CCC(=O)O)NC(=O)[C@H](CCSC)NC(=O)[C@H](CCSC)NC(=O)[C@H](CCSC)NC(=O)[C@H](CCC(=O)O)NC(=O)CNC(=O)[C@H](CO)NC(=O)[C@H](CO)NC(=O)[C@H](CO)NC(=O)[C@@H](N)CC(N)=O)C(=O)N[C@@H](CCCCN)C(=O)O
  Coupling enz: 0

CC/C=C\C[C@H]1C(=O)CC[C@@H]1CC(=O)O
  Coupling enz: 1

CCCC[C@@H]1C[C@H]1C(NC(=O)c1ccco1)c1ccc(Cl)cc1 (stereo not given in full)
  Coupling enz: 0

COc1ccc(CNc2nc(-c3c(C)noc3C)nc3ccccc23)c(OC)c1
  Coupling enz: -1

Cc1cc2c(nc1C)CCCCN2C[C@H](C)O/N=C\[C@@H](C)[C@H](OCc1ccccc1)C(C)C
  Coupling enz: 0

COC(=O)[C@@]1(Cc2ccc(OC)cc2)[C@H]2c3cc(C(=O)N(C)C)n(Cc4ccc(OC)c(OC)c4)c3C[C@H]2CN1C(=O)c1ccccc1
  Coupling enz: 2

CC(C)C[C@H](NC(=O)[C@H](Cc1ccccc1)C[C@@H](O)[C@H](Cc1ccccc1)NC(=O)OC(C)(C)C)C(=O)N[C@@H](Cc1ccccc1)C(N)=O
  Coupling enz: 1

Cc1noc(C)c1-c1nccc(Nc2ccc(F)cc2)n1
  Coupling enz: 1

CC(=O)N1CCC2(CCN(Cc3ccccc3)CC2)CC1
  Coupling enz: -1

CCCCCCCCCCCCCCOc1ccc(C(=O)O)o1
  Coupling enz: 9

CCCn1c(-c2ccc(F)cc2)nc2c(NC3CC4CCC(C3)N4C)nc(C)nc21 (stereo not given)
  Coupling enz: 3

COc1ccccc1-c1cncnc1NCc1cccs1
  Coupling enz: 9

CCNc1ncc2nc(-c3cc(F)cc(F)c3)c(=O)n(-c3ccccc3)c2n1
  Coupling enz: 2

COc1cc(OC)c(NC(=O)Nc2cc(C)on2)cc1Cl
  Coupling enz: 1

COCCn1c(=O)c(-c2cn(C)c3ccccc23)nc2cnc(N3CCOCC3)nc21
  Coupling enz: 3

c1ccc(CNc2nc(-c3ccoc3)nc3ccccc23)cc1
  Coupling enz: 1

N#Cc1ccc(CN2CCCC3(CCN(C(=O)c4csnn4)CC3)C2)cc1
  Coupling enz: 2

COc1ccc(NC(=O)N2CCc3nc(COc4ccccc4)c4c(c3C2)CO[C@@H](C)C4)cc1
  Coupling enz: 3

CC(=O)OC[C@@H]1O[C@@H](O/N=C2/C[C@@H](O)[C@@H](O)[C@@H]3[C@@H]4C(=O)N(Cc5ccccc5)C(=O)[C@H]4CC[C@@H]23)[C@H](OC(C)=O)[C@H](OC(C)=O)[C@@H]1OC(C)=O
  Coupling enz: 1

Screens from PubChem.

Some of the compounds tested, so the mix of outcomes need not match the whole.
